# Bioassay records (PubChem)
# MLL CXXC-DNA inh = qHTS Fluorescence Polarization Assay for Inhibitors of MLL CXXC domain - DNA interaction | actives 0.037% (n = 290,000) | Potency, µM (series often up to 115 µM), for inactives: at the highest dose activity change, negative = inhibition, actives largely listed as inhibitors | MLL-CXXC / FITC-HOXA9 DNA fluorescence polarization | Histone-lysine N-methyltransferase 2A (Homo sapiens), Q03164; active = well fitted inhibition curve with a large enough effect in the polarisation, with a control signal flat, not every such curve was filed as active; inconclusive = small, poorly fitted or top-dose-only effect, or effect the other way, or a change in a side signal; inactive = no such curve, though single readings can be large or run the other way; the % refers to the polarisation; also: potency is read from the fitted curve at half-maximal effect
#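 Fluorescence polarization: 7 uM MLL-CXXC (stock) preincubated 5 min with compounds, then 50 nM fluorescein-HOX-A9 DNA (stock) added; 30 min ambient. Buffer 50 mM Tris-HCl pH 7.5, 50 mM NaCl, 1 mM DTT, 0.05% BSA.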
# GALK inh = qHTS Assay for Inhibitors of Human Galactokinase (GALK) | P51570 | Potency, µM (titrated, usually from 57.5 µM), for the others: at the top dose activity change, negative = inhibition, hits mostly inhibitors | Purified GALK, Kinase-Glo residual ATP luminescence | actives 0.007% (n = 270,000) | AID 1868, 2009; also: potency is read from the fitted curve at half-maximal effect; % is scaled to controls: 0 for no effect and ±100 for the full control effect
#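 Galactose (100 uM) and ATP (35 uM) were turned over by 5 nM GALK for 1 h at RT. Kinase-Glo Plus then converted the remaining ATP into a luminescent signal.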
# TRPV1 agonist = HTS Assay for Compounds that Act as Agonists of the Vanilloid Receptor 1; Transient receptor potential cation channel subfamily V member 1 (Homo sapiens), Q8NER1; TRPV1-expressing cells, Fluo-8 calcium influx, agonist mode; activation, % at 8.33 µM; actives 0.19% (n = 320,000); in the data active = activation above about 80%; inconclusive = between about 30% and that limit; also: 0% is about no effect
# Target sequence (Q8NER1 whole entry, looked up): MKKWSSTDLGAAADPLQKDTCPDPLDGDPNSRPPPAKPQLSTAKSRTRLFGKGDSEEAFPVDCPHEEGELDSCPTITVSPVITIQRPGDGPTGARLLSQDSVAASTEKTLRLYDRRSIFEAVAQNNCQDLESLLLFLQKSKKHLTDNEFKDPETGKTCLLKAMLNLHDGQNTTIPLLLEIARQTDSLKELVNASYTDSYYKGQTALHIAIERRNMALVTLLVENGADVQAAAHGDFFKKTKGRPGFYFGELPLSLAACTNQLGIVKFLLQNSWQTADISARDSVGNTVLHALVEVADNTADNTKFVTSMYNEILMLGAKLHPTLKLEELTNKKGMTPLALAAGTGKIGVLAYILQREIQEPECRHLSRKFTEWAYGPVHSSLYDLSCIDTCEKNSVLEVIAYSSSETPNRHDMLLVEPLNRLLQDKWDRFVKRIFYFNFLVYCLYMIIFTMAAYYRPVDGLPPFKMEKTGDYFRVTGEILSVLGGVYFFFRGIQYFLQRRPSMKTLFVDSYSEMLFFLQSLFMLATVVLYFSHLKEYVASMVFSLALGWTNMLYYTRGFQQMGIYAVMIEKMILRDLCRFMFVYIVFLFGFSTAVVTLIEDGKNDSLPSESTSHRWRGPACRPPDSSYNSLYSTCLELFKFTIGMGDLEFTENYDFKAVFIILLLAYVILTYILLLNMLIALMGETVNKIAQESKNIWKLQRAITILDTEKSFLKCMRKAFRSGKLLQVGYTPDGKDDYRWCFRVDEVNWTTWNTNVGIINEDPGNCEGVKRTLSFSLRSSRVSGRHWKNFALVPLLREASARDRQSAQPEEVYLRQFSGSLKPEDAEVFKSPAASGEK
#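 TRPV1-expressing cells were cultured overnight at 35.5C and loaded with Fluo-8 calcium dye for 40 to 90 min at room temperature. After a 10 s baseline, compound was added and calcium influx was read kinetically for 3 min (ex 480/em 520 nm).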
# FBPA coupling cs = qHTS Assay for Inhibitors of Fructose-1,6-bisphosphate Aldolase from Giardia Lamblia: Coupling assay counterscreen. coupling enzyme system counterscreen, AmpLite Red fluorescence. actives 0.67% (n = 290,000). activity change, negative = inhibition, % at 58.2 µM, hits read low; in the data active = activity change below about -30%; also: % is scaled to controls: 0 for no effect and ±100 for the full control effect
#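 Activity here indicates interference with the coupling reaction, not aldolase inhibition. Compounds at 57.5 uM final met coupling enzymes for 10 min at RT; substrate and AmpLite Red detection followed, with a 525/598 nm fluorescence read after 20 min.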
# KCNH2 3.1 block = qHTS for Inhibitors of KCHN2 3.1: Mutant qHTS; Potassium voltage-gated channel subfamily H member 2, brain isoform KCNH2 3.1 (human); U2OS KCNH2 3.1, thallium flux FluxOr; active compounds read low; activity change, % (tested at about 1.8 µM); actives 0.95% (n = 340,000);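 active = maximum activity change below -70%; inconclusive = maximum activity change from -70% to -50%; inactive = maximum activity change above -50%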;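 also: thallium influx rate constant from kinetic fluorescence after stimulation buffer; % is scaled to controls: 0 for no effect and ±100 for the full control effect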
#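 Thallium flux read-out: FluxOr dye with Red40 quencher in HBSS/HEPES, 45 min at RT. Rate constants from kinetic reads were normalized to positive and negative DMSO controls. Cells: U2OS virally expressing the 3.1 isoform.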
# S-ASM inh = Inhibitors of Secretory Acid Sphingomyelinase (S-ASM): qHTS; Sphingomyelin phosphodiesterase (Homo sapiens), P17405; placental ASM, HMU-PC fluorogenic substrate, 60 min; Potency, µM (titrated, usually from 57.5 µM), inactives show at the highest dose activity change, negative = inhibition, hits mostly inhibitors; actives 0.006% (n = 340,000); AID 504937, 2011; also: potency is read from the fitted curve at half-maximal effect
#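 HMU-PC0 cleavage (9 uM final) by human placental ASM, 60 min at 37 °C following 10 min compound exposure at RT; stopped at pH 10, fluorescence Ex 386/Em 447 nm.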
# KCNH2 WT inh = qHTS for Inhibitors of KCHN2 3.1: Wildtype qHTS; Voltage-gated inwardly rectifying potassium channel KCNH2 (Homo sapiens), Q12809; U2OS, BacMam KCNH2, thallium flux FluxOr; active compounds read low; activity change, % at 1.84 µM; actives 0.37% (n = 340,000); AID 720551, 2013;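 active = maximum activity change below -70%; inconclusive = maximum activity change between -70% and -50%; inactive = maximum activity change above -50%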; also: % is scaled to controls: 0 for no effect and ±100 for the full control effect
#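 U2OS cells were transduced with wild-type KCNH2 virus (2.03 x 10^8 / mL) for 4 h at room temperature, then cultured overnight at 37 C. Thallium flux was read with FluxOr dye. Rate constants were normalized to DMSO controls.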
# AT treatment = qHTS Assay for Identifying a Potential Treatment of Ataxia-Telangiectasia; Potency, µM (series often up to 57.5 µM), inactives show at the top dose activation, hits mostly activators; AID 485349, 2010; actives 0.19% (n = 320,000); […] A-T fibroblasts, KAP-1 phosphorylation AlphaLISA; neocarzinostatin DNA damage 30 min before lysis; also: potency is read from the fitted curve at half-maximal effect; % of control where 0% means no effect; nearly all actives have a fitted effect of over 45% in size
#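 ATM-like activity read as KAP-1 phosphorylation via AlphaLISA donor/acceptor antibody pairs after lysis and 6 hr at 25C. Cells were ATM-null patient fibroblasts ([…], hTERT), dosed 60 min, then exposed to the DSB inducer NCS for 30 min.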
# a7 integrin act = qHTS for Activators of Integrin-Mediated Alleviation for Muscular Dystrophy | alpha7betagal myoblasts, beta-gal FDG fluorescence, 48 h | Potency, µM (titrated, usually from 38.3 µM), for the others: at the highest dose activation, usual class: activators | actives 0.064% (n = 350,000) | AID 624291, 2012;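 also: potency is read from the fitted curve at half-maximal effect; 100% = response of the positive control SU9516; nearly all actives have a fitted effect of over 60% in size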
#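 alpha7betagal+/- myoblasts (passage 13, 250/well) treated 48 h at 37C with compounds at 1:260 dilution of DMSO stock. Lysed, then beta-galactosidase activity read as FDG fluorescence (ex 480/em 540) after 30 min, with pre-read for autofluorescence.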
# MBNL1 CUG block = qHTS Assay for Inhibitors of MBNL1-poly(CUG) RNA binding. Muscleblind-like protein 1 (Homo sapiens), Q9NR56. TR-FRET MBNL1-His/biotin-(CUG)12 binding, 665/545 ratio. Potency, µM (top dose mostly 57.5 µM), for the others: at the top dose activity change, negative = inhibition, most hits filed as inhibitors. actives 0.036% (n = 280,000). AID 2675, 2010; active = well fitted inhibition curve with a large enough effect in the signal ratio, with a control signal flat, not every such curve was filed as active; inconclusive = small, poorly fitted or top-dose-only effect, or effect the other way, or a change in a side signal; inactive = no such curve, though single readings can be large or run the other way; the % refers to the signal ratio; also: potency is read from the fitted curve at half-maximal effect; % is scaled to controls: 0 for no effect and ±100 for the full control effect
#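 Compound titration spanned 92 nM–58 uM against the MBNL1-His/biotin-(CUG)12 complex. After 60 min at room temperature with 5 nM streptavidin-XL665 and 0.055 ng/ul terbium anti-His, ratiometric 665/545 nm emission (Ex 340 nm) normalized to controls.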
# * marks the source's active call; other numbers are inactive results; ? = inconclusive; · = no result given; & = joins results of further samples; [ ] = dose if it differs, or a comment. Unless noted, calls follow the shape of the dose curve; as a rule, active = well fitted curve in the direction sought with a large enough effect; inconclusive = small, poorly fitted or top-dose-only effect, or another doubt; inactive = no such curve, though single readings can be large; an effect the other way counts as inactive or inconclusive.
SMILES,MLL CXXC-DNA inh,GALK inh,TRPV1 agonist,FBPA coupling cs,KCNH2 3.1 block,S-ASM inh,KCNH2 WT inh,AT treatment,a7 integrin act,MBNL1 CUG block
CCOC(=O)c1cccc(NC(=O)C2CCN(S(=O)(=O)c3cccs3)CC2)c1,?,0%,3,3,-30,-9%,11,0%,10%[7.66 µM],-2%
Clc1ccc(CN2CC[C@H]3C=CCc4cccc(c43)C2)cc1,·,·,1,·,-6,13%,13,35µM*,30%,·
COc1ccc(/C=C/C(=O)N2CCN(C)CC2)cc1S(=O)(=O)N1CCCCC1,9%,9%,0,4,3,4%,-1,-3%,-17%,?
O=S(=O)(Nc1cccc(S(=O)(=O)N2CCOCC2)c1)c1ccc2c(c1)OCCO2,?,9%,0,5,-20,7%,-2,23%,17%,-10%
COc1ccc(-c2csc(N(C)C(=O)c3cccs3)n2)cc1,6%,4%,26,3,-19,1%,3,3%,-2%,196%[activator]
CC(=O)C1=C(C)N(Cc2ccccc2)C(=O)N[C@H]1c1cccc(F)c1,·,·,·,-1,6,6%,1,·,34%,·
CCOc1ccc2c(c1)sc(N)[n+]2Cc1cc(C)cc2cccnc12,6%,-2%,12,5,-88*,-4%,16,-5%,-58%[inhibitor],-5%
COc1cc(C(=O)OCC(=O)NCCCc2ccccc2)ccc1OCC(C)C,-1%,-5%,1,·,-28,-4%,-3,15%,15%,4%
CCCCSc1nc2c(cnn2-c2ccccc2)c(=O)n1N,0%,0%,18,-1,4,6%,-30,1%,7%,-2%
Cc1cccc2[nH]c3c(N4CCC5(CC4)OCCO5)ncnc3c12,0%,3%,16,-18,-5,-11%,-5,1%,-38%,4%
CC(C)Cn1c(SCC(=O)N2CCOCC2)nc2ccccc2c1=O,·,·,?,·,-1,0%,-2,5%,-15%,·
Cc1ccc(NC(=O)c2ccc3c(c2)CCN3S(C)(=O)=O)cc1C,13%,-4%,?,-1,-14,-13%,1,-6%,5%,0%
COc1ccc(OC)c(S(=O)(=O)N2CCCC(C(=O)N3CCC(C(N)=O)CC3)C2)c1 (stereo not drawn),·,·,-6,·,-2,3%,0,11%,2%,·
CC(C)N1CCC(N2CCN(Cc3ccc(-c4ccc(Cl)cc4)o3)CC2CCO)CC1 (stereo not drawn),7%,0%,-2,0,-16,8%,36,-2%,-48%[inhibitor],-5%
COC(=O)[C@@H]1C[C@@]2(O)[C@H](O)[C@H](O)[C@H](O)C[C@H]2N1Cc1ccc(C)s1,-2%,5%,0,2&0,-9,2%,-4,-16%,35%,4%
CC(NC(=O)OCc1ccccc1)C(=O)N1CC(O)CC1C(=O)O (stereo not drawn),6%,1%,-8,3,-23,3%,-6,-2%,2%,-6%
Clc1ccc(OCc2noc(-c3ccsc3)n2)c(Cl)c1,?,0%,-4,0,?,-5%,-7,13%,-6%,-2%
COc1ccc(OC(C)C(=O)Nc2cccc(OC)c2)cc1 (stereo not drawn),-6%,0%,-22,-1,-15,3%,1,6%,-13%,-13%
COC(=O)c1ccsc1-n1cc(C#N)c(=O)n(C)c1=O,3%,7%,-2,0,25,-3%,·,-6%,?,-6%
CCc1ccc(OCCn2cccn2)cc1,6%,-2%,1,9,18,0%,-1,0%,-20%,-5%
CCn1cc(C(=O)NC(C)CCc2ccccc2)c(=O)c2cc(S(=O)(=O)N(C)C)ccc21 (stereo not drawn),-6%,5%,?,0,-26,-15%,3,-7%,?,-5%
COC(=O)CN1C(=S)N(c2ccc(Cl)cc2)C(=O)C1CC(=O)Nc1ccccc1 (stereo not drawn),1%,1%,8,-1,-13,-11%,-1,1%,-15%,·
COc1ccc(Cl)cc1NC(=O)Nc1ccccc1C(N)=O,3%,4%,5,-1,0,-5%,11,5%,-23%,4%
CCCn1c(=N)n(CC(=O)OCC)c2ccccc21,-10%,0%,-3,9,-20,-2%,2,-2%,2%,4%
Cn1c(-c2ccc3c(c2)OCO3)cnc1NCc1ccccc1,8%,-3%,2,·,-24,-2%,7,5%,-19%,-16%
# (next part)
SMILES,MLL CXXC-DNA inh,GALK inh,TRPV1 agonist,FBPA coupling cs,KCNH2 3.1 block,S-ASM inh,KCNH2 WT inh,AT treatment,a7 integrin act,MBNL1 CUG block
NS(=O)(=O)c1ccc(NCc2ccccc2OCc2ccccc2F)cc1,14%,-4%,0,·,0,-9%,-2,5%,-4%,-9%
CC(=O)n1cc(-c2ccncc2)c2ccccc21,8%,0%,-3,-3,1,-2%,3,-1%,27%,8%
CCCCN=C1NN=C(c2cccc([N+](=O)[O-])c2)CS1,3%,10%,-5,-2,-23,1%,-8,-32%,3%,?
CCN(CC(=O)NCc1ccc(Cl)cc1)C(=O)CSc1ccc(F)cc1,·,·,?,·,-7,7%,15,1%,-11%,·
COc1ccccc1C(=O)OCC(=O)NCCNC(=O)COC(=O)c1ccccc1OC,1%,-8%,-1,·,2,3%,-5,14%,-24%,-7%
CCNc1nc(NCC)nc(-n2nc(C)cc2C)n1,-1%,13%,-3,1,12,2%,7,0%,-23%,-7%
Cc1csc2c(N3CCN(C(=O)Nc4ccc(Cl)c(Cl)c4)CC3)ncnc12,23%,·,?,-7,-10,?,-1,3%,-4%,-4%
COc1cc(NC(=O)Cc2ccccc2)c(C(=O)O)cc1OC,-2%,2%,-1,-11,-23,1%,1,-2%,1%,?
COC(=O)CCN(C(=O)c1ccc(N2CCCC2)c([N+](=O)[O-])c1)c1ccccn1,3%,-2%,3,1,1,-4%,0,-22%,-9%,?
COCc1ccc([C@@H]2C[C@H]3CN(Cc4cccc(Cl)c4)C(=O)[C@]34CCCN24)o1,-2%,3%,3,-1,-4,-3%,13,12%,0%,-3%
Cc1ccccc1C(=O)NCCCNC(=O)c1ccco1,7%,-1%,0,1,-1,2%,-16,0%,-18%,-7%
Cc1cccc(OCC(=O)N/N=C/c2cc([N+](=O)[O-])ccc2N2CCOCC2)c1,-2%,1%,-4,-25,·,-26%,-2,6%,-8%,·
Cc1c(Nc2nc(-c3ccc(Cl)cc3)cs2)c(=O)n(-c2ccccc2)n1C,9%,-1%,2,6,-25,-1%,-4,-8%,-34%,9%
COCCNC(=O)/C(C#N)=C/c1ccc(N2CCOCC2)o1,?,·,4,0,0,-16%,-1,-25%,12%,?
CC(NCC1COc2ccccc2O1)C(=O)NCc1ccccc1 (stereo not drawn),-6%,0%,4,1,-9,-1%,-4,5%,14%,-28%
CC(=O)N1CCN(S(=O)(=O)c2cccc(C(=O)OCc3cccc(F)c3)c2)CC1,·,·,5,·,-8,1%,1,1%,-4%,·
Cc1c(C(=O)Nc2ccc(Oc3ccccc3)cc2)sc2nc3n(c(=O)c12)CCC3,-5%,-1%,-6,4,-17,?,-3,4%,-4%,2%
CCN1C(=O)c2cccc3c(NC(=O)c4ccc(S(=O)(=O)N5CCOCC5)cc4)ccc1c23,-3%,-4%,?,2,4,-10%,1,-2%,9%,?
O=c1[nH]c2ccccc2n1CCCN1CCCCC1,-9%,6%,-1,1,-28,0%,7,-1%,11%,-4%
Cc1ccc(-c2nnc(Oc3cccc(C)c3)c3ccccc23)cc1,-1%,-1%,0,3,-4,1%,-1,-5%,36%,7%
COCCn1c(SCC(=O)N2CCCCC2)nc2c([nH]c3ccccc32)c1=O,-1%,4%,?,-1,3,1%,2,2%,-14%,-1%
COc1ccc(C(C(=O)NCC2CCCO2)N(C(=O)CNC(=O)c2cccs2)c2ccc(C)cc2)cc1OC (stereo not drawn),1%,7%,5,1,10,1%,4,10%,-22%,-7%
COc1ccc(CCn2c(NN)nc3c2c(=O)[nH]c(=O)n3C)cc1,-15%,-1%,3,-24,-17,1%,-10,-8%,-25%,1%
COc1cc(CNc2ccc(N3CCCC3)cc2)ccc1OCc1ccccc1F,5%,0%,2,0,0,102%[activator],-3,12%,-43%,·

# Individual results from the results shown.
# COc1cc(CNc2ccc(N3CCCC3)cc2)ccc1OCc1ccccc1F @ AT treatment = 12%
# CC(=O)C1=C(C)N(Cc2ccccc2)C(=O)N[C@H]1c1cccc(F)c1 @ a7 integrin act = 34%
